PKA-R1A act: activators of PKA-R1A holoenzyme, primary screen, biochemical, fluorescence polarization, Cy5-IP20, bovine R1A, mouse PKAc; cAMP-dependent protein kinase type I-alpha regulatory subunit (Bos taurus) + …; PKA-R1A dissociation; scaled: DMSO 0%, 113 µM cGMP 100%; activation, % at 11.4 µM; hit rate 0.083% among 340,000; AID 504707, 2011;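 active = percent activation above the mean of all tested compounds plus 3 SD, cut at about 19% in these data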;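 also: higher means more PKAc released from R1A so a rise in polarization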
Tat export inh: E. coli Tat export inhibitors, primary screen, MC4100, TorA-mCherry reporter, fluorescence, single point | inhibition, % at 10 µM | hit rate 0.036% among 340,000 | AID 488895, 2010;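 active = mean replicate inhibition at least 50% and at least half of replicates individually reaching 50%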;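 also: exported cargo escapes ClpAP degradation while cytoplasmic cargo is degraded and loses fluorescence; 0% = median of neutral control wells and 100% = median of NaSCN control wells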
CDK5 inh: inhibitors of human CDK5/p35 kinase, primary screen, biochemical, single concentration; hit rate 0.01% among 330,000; Recombinant CDK5/p35, ADP-Glo luminescence, 60 min; Cyclin-dependent kinase 5 (Homo sapiens) + Cyclin-dependent kinase 5 activator 1 (Homo …; AID 488839, 2010; inhibition, % at 10 µM;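 active = highest replicate inhibition of at least 50% and at least 75% of replicates reaching 50%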;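 also: plate controls were DMSO neutral control for no effect and GW8510 at 10 µM for full effect; many of its hits are not listed in these tables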
Target sequence (Q00535 whole entry, looked up): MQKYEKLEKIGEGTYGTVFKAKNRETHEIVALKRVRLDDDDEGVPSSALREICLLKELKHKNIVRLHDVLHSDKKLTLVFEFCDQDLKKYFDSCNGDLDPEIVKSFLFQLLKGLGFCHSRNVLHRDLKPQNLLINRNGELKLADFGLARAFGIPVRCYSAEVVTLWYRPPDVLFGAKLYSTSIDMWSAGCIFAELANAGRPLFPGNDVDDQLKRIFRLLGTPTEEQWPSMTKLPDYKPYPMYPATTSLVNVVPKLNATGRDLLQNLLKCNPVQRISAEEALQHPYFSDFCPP
Target sequence (Q15078 whole entry, looked up): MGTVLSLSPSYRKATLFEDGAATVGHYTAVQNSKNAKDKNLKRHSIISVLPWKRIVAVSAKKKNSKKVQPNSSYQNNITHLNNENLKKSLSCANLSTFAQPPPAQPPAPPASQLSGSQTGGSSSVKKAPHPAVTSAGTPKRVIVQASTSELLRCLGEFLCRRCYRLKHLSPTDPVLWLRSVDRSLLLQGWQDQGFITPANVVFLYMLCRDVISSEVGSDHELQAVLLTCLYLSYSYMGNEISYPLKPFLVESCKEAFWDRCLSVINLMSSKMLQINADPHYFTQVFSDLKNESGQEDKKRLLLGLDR
HTR5A inv ctr: HTR5A inverse agonists in luminescence cell assay, primary screen, counter-screen for OPRM1-OPRD1 heterodimer inverse agonist project, full-deck HTS; 5-hydroxytryptamine receptor 5A (Homo sapiens), P47898; HTR5A cell line, inverse agonism; inhibition, % at 9.3 µM; hit rate 0.083% among 340,000; in the data active = inhibition mostly above about 23%, no sharp cut-off; inactive = mostly below about 18%;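 also: 0% = cells with DMSO and 100% = no-cell wells with DMSO; some compounds called inactive have numbers as strong as hits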
PKA-R2B act: activators of PKA-R2B holoenzyme, primary screen, biochemical, fluorescence polarization, Cy5-IP20, human; PKA-R2B holoenzyme dissociation; R2B truncated from residue 108, S112A mutant; 0% DMSO only, 100% 113 µM cGMP; cAMP-dependent protein kinase catalytic subunit beta (Homo sapiens) + cAMP-dependent …; hit rate 0.079% among 340,000; activation, % at 11.4 µM;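 active = activation above a cutoff set at the mean over all compounds plus 3 SD, cut at about 18% in these data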;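 also: higher means more holoenzyme dissociation and a rise in polarization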
Target sequence (P31323 whole entry, looked up, other chains not shown, the tested form may be a part): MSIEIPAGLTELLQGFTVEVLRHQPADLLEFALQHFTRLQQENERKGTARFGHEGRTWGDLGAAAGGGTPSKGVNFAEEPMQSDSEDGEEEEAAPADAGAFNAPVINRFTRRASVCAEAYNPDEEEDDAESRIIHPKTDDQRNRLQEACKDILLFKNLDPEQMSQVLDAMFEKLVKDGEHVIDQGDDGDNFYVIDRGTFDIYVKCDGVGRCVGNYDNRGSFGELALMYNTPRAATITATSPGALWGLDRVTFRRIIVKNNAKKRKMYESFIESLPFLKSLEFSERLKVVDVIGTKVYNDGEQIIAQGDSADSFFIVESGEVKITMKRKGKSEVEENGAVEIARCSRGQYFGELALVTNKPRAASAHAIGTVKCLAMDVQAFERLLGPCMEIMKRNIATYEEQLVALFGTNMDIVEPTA
DAGLB inh: DAGLB lipase inhibitors, primary screen, biochemical, fluorescence, HTS; HEK293T DAGLB membrane lysate, EnzChek fluorogenic substrate; inhibition, % at 5.17 µM; hit rate 0.059% among 340,000; in the data active = inhibition above about 34%;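 also: 0% = enzyme with vehicle and 100% = wells lacking enzyme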
AddAB inh: growth inhibition of E. coli expressing H. pylori AddAB, primary screen, AddAB inhibitor project, absorbance; hit rate 0.29% among 330,000; inhibition, % at 11.9 µM; in the data active = inhibition above about 12%;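 also: 0% = vehicle wells of infected cells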
phage Ecoli inh: growth loss of phage-infected E. coli, primary screen, RecBCD inhibitor project, absorbance, with phage, HTS. inhibition, % at 11.9 µM. hit rate 0.26% among 360,000. AID 651602, 2012; in the data active = inhibition above about 11%
HTR5A ag ctr: HTR5A agonists in luminescence cell assay, primary screen, counter-screen for OPRM1-OPRD1 heterodimer agonist project, full-deck HTS | cell-based | activation, % at 9.3 µM | hit rate 0.61% among 340,000; in the data active = activation mostly above about 9.5%, no sharp cut-off; inactive = mostly below about 7.6%;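 also: 0% = cells with vehicle only and 100% = reference agonist; strong numbers were not always called active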
E coli growth: E. coli V3065 growth inhibition, primary screen, counter-screen for AddAB inhibitor project, absorbance, OD600. hit rate 0.27% among 330,000. AID 449728, 2010. 18 h. inhibition, % at 11.9 µM;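 active = inhibition above the campaign's mean inhibition across all tested compounds plus 3 SD, cut at about 9.9% in these data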;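 also: uninfected addAB+ strain grown without phage in ampicillin broth; 0% = DMSO wells and 100% = ciprofloxacin 0.95 µg/ml wells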
SUMO Mot1 rescue: yeast Mot1-301 growth rescue at high temperature, primary screen, SUMOylation pathway inhibitor project, S. cerevisiae, ATP luminescence, 38.5C. S. cerevisiae Mot1-301 growth rescue; percent above DMSO median, 100 means doubled. growth rescue, % at 18.8 µM. hit rate 1% among 320,000;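 active = every valid replicate shows activation above 250% relative to neutral control wells; inactive = the rest, any valid replicate at or below 250%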;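 also: OY570 slx delta 5 strain wells were the positive control but not used for scaling; some compounds called inactive have numbers as strong as hits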
* marks the source's active call; other numbers are inactive results; x = no result given.

entry	Structure	HTR5A ag ctr	phage Ecoli inh	Tat export inh	DAGLB inh	E coli growth	HTR5A inv ctr	PKA-R1A act	AddAB inh	PKA-R2B act	CDK5 inh	SUMO Mot1 rescue
1	CCCCOc1ccc(CNC(=S)N/N=C/c2ccc(OC)c(OC)c2)cc1	8.2	4.6	3.6	2.4	3.0	-29.1	-1.6	2.3	3.5	-0.8	5.8
2	CCc1cc(C(=O)OC)c(NC(=O)CC2NCCNC2=O)s1 (stereo not given)	-0.3	0.6	-6.9	0.2	-1.4	0.9	24.6*	-2.1	7.2	0.0	26.3
3	CCOc1ccc(-n2c(SC)nc3c(c2=O)SCC3)cc1	3.1	2.0	-2.1	-1.1	-1.1	-11.6	9.8	4.3	5.1	-1.6	x
4	O=C1c2ccccc2C(=O)c2c1cccc2N1CCN(CCO)CC1	1.1	0.6	-0.9	4.8	-4.9	2.9	7.7	-2.9	5.3	1.5	-13.9
5	CC1=C(C(=O)N2CCCC(CCC(=O)NCc3ccc(F)c(F)c3)C2)OCCO1 (stereo not given)	0.8	0.8	-7.9	1.5	0.9	-9.7	-2.5	3.8	3.6	0.1	0.0
6	O=C1C(=O)N(CNc2cccnc2)c2ccccc21	0.3	2.0	-2.4	0.6	-0.5	9.0	-3.0	4.7	6.2	0.1	10.9
7	COc1cc(C2c3c(-c4ccccc4)n[nH]c3C(=O)N2c2ccc(C(=O)O)cc2)ccc1O (stereo not given)	5.8	x	8.4	-0.7	-1.0	-16.3	0.4	-0.2	0.7	-1.6	-11.8
8	CNc1ccc(Br)cc(C(=O)/C=C/c2ccc(Cl)cc2Cl)c1=O	-1.7	2.4	6.0	21.6	0.2	4.7	-14.5	-0.9	-6.5	-3.0	x
9	COc1ccccc1NC(=O)C1CCN(S(=O)(=O)c2ccc3c(c2)NC(=O)C(C)S3)CC1 (stereo not given)	-0.7	2.7	9.2	4.9	2.1	-8.4	-4.4	1.0	-8.4	-0.4	-6.5
10	O=C(NN=Cc1c(F)cccc1F)c1ccccc1NS(=O)(=O)c1cccs1	0.0	1.9	-2.9	2.0	2.4	-0.2	0.7	0.1	6.3	-1.2	-8.4
11	Cc1noc(C)c1COC(=O)c1ccc2c(c1)OCCO2	1.5	1.9	5.5	-2.8	-0.7	-9.9	-9.0	0.1	-7.1	0.6	-0.3
12	CCCNC(=O)c1nc(C)n(-c2cc(Cl)cc(Cl)c2)n1	-4.3	4.3	2.0	-1.7	0.6	11.4	-4.8	-1.4	-1.1	0.2	15.3
13	COC(=O)[C@]1(Cc2ccccc2)N[C@H](CN(C)S(=O)(=O)c2ccc(OC(F)(F)F)cc2)[C@@H]2C(=O)N(C)C(=O)[C@@H]21	-0.4	2.4	8.1	-3.1	-1.6	1.5	2.2	2.5	3.7	-2.1	9.8
14	O=C(Nc1ccc(C(F)(F)F)cc1)c1cc(S(=O)(=O)NCC2COc3ccccc3O2)ccc1F (stereo not given)	3.5	6.3	8.4	-4.2	-1.9	-35.9	0.5	-0.7	-1.9	0.5	0.8
15	CCCN(CCC)C(=O)CSc1nc2n[nH]c(C)c2c(=N)n1-c1ccc(OC)cc1	-3.8	1.6	11.2	1.7	2.4	-12.4	-5.2	1.1	-19.4	-0.6	-22.0
16	CCOc1ccc2[nH]c3c(=O)n(CCC4=CCCCC4)cnc3c2c1	4.8	-2.5	2.6	3.0	-0.9	-15.0	6.1	-1.5	3.5	0.7	-11.6
17	COc1ccc(/C=C/C(=O)Nc2ccccc2C(N)=O)cc1S(=O)(=O)N1CCOCC1	3.4	-0.6	-8.5	1.7	x	-19.4	-15.4	x	1.1	-1.6	x
18	COc1ccccc1NC(=O)COC(=O)c1cnccn1	0.3	2.0	-0.8	0.6	1.2	-1.0	-10.7	-0.8	7.0	0.9	3.5
19	CCOC(=O)c1cnc2ccccc2c1Nc1ccc(C(=O)O)cc1	-4.0	1.1	29.2	3.6	-0.8	-23.7	-12.6	-0.7	-23.3	2.8	-9.2
20	C[C@@H]1CCC(=O)N(C[C@@H](C)CSc2ccc(Br)cc2)CC1	-1.3	1.6	15.6	-5.9	1.1	3.5	-5.6	0.9	-12.4	-2.4	-8.2
21	COc1cccc(NC(=S)NC2CC3CCCC(C2)N3C2CCCC2)c1 (stereo not given)	-3.0	4.5	5.2	0.5	2.2	8.2	7.2	2.4	-12.1	-0.4	896.0
22	CCN(CC)CCNC(=O)c1ccccc1C(=O)c1ncc[nH]1	-1.5	-1.4	1.0	-0.2	0.5	4.4	-0.2	0.3	3.5	0.4	-0.6
23	Cc1ccc(C(C)C)c(OCc2ccc(C(=O)N/N=C/c3cccc(O)c3O)cc2)c1	11.4	22.4*	2.1	9.5	14.1*	-30.3	-10.7	16.2*	0.5	-2.1	2.1
24	Cc1cc(S(=O)(=O)Nc2ccccc2C(=O)O)ccc1Cl	1.0	2.7	-6.6	6.9	-0.7	-11.4	6.2	2.2	12.2	-1.4	12.9
25	O=C(N/N=C/C(Cl)=C/c1ccccc1)c1ccncc1	x	4.1	-1.6	x	-1.8	x	x	1.8	x	-0.3	0.1
26	COc1cccc(-c2nc3c(c(=O)[nH]c(=O)n3Cc3ccccc3)n2CCO)c1OC(F)F	3.8	1.2	-2.3	0.9	-4.0	-16.2	-17.1	3.3	-9.4	0.8	5.2
27	NC(=O)C1CCN(C(c2ccccc2F)c2nnnn2Cc2ccco2)CC1 (stereo not given)	0.7	1.4	-5.3	-2.3	-1.8	11.2	-0.4	-0.9	4.8	-1.5	29.9
28	Cc1ccc(NC(=S)NNS(=O)(=O)c2ccc3ccccc3c2)cc1Cl	2.9	2.8	-2.7	1.6	2.5	0.8	-7.0	2.4	2.5	0.7	12.4
29	O=C(Cc1ccccc1)NNC(=S)Nc1ccccc1	x	4.3	-2.3	x	0.0	x	x	2.1	x	-0.2	4.6
30	O=C(O)[C@H](Cc1ccccc1)N1Cc2ccccc2C1=O	5.8	2.0	-15.3	-0.5	-0.3	-5.6	-7.8	2.0	3.8	-0.5	-1.1

4 entries from above in a different format:
1) CCCCOc1ccc(CNC(=S)N/N=C/c2ccc(OC)c(OC)c2)cc1
6) O=C1C(=O)N(CNc2cccnc2)c2ccccc21
25) O=C(N/N=C/C(Cl)=C/c1ccccc1)c1ccncc1
14) O=C(Nc1ccc(C(F)(F)F)cc1)c1cc(S(=O)(=O)NCC2COc3ccccc3O2)ccc1F (stereo not given)

screen / no.	1	6	25	14
HTR5A ag ctr	8.2	0.3	x	3.5
phage Ecoli inh	4.6	2.0	4.1	6.3
Tat export inh	3.6	-2.4	-1.6	8.4
DAGLB inh	2.4	0.6	x	-4.2
E coli growth	3.0	-0.5	-1.8	-1.9
HTR5A inv ctr	-29.1	9.0	x	-35.9
PKA-R1A act	-1.6	-3.0	x	0.5
AddAB inh	2.3	4.7	1.8	-0.7
PKA-R2B act	3.5	6.2	x	-1.9
CDK5 inh	-0.8	0.1	-0.3	0.5
SUMO Mot1 rescue	5.8	10.9	0.1	0.8

The list continues:
entry	Structure	HTR5A ag ctr	phage Ecoli inh	Tat export inh	DAGLB inh	E coli growth	HTR5A inv ctr	PKA-R1A act	AddAB inh	PKA-R2B act	CDK5 inh	SUMO Mot1 rescue
31	CN(C)C(=O)CCc1ccc2c3c([nH]c2c1)[C@]1(CCC2CCCC2)[C@@H](C(=O)N2CCOCC2)C[C@H](CC(=O)NCCC2=CCCCC2)C(=O)N1CC3	-0.8	1.8	24.8	4.2	-0.4	2.8	-2.7	1.5	-3.3	-2.2	x
32	O=C(Nc1ccccc1)c1cccc2c(Br)cccc12	-2.9	0.1	-1.2	-5.4	0.6	9.8	-1.4	2.2	-1.8	-0.6	12.0
33	N#CCCn1cc(C(=O)Nc2ccc(C(=O)O)cc2)c(-c2cc3ccccc3o2)n1	0.1	4.4	3.0	-3.5	1.0	-10.6	-14.6	0.0	-2.6	-1.3	-5.9
34	CC(C)c1ccc(O)c(NC(=O)c2cncc(Br)c2)c1	-2.7	1.6	-2.3	-3.5	0.6	1.7	-0.9	3.3	-6.3	0.8	-10.5
35	O=C(CCSc1nnc(-c2ccncc2)o1)Nc1ccccc1Cl	4.0	2.1	-5.8	4.8	0.7	-14.5	-16.8	3.5	-14.0	0.4	45.3
36	CN1C(C(=O)NCc2cccc(C(F)(F)F)c2)CC2Cn3c(nc4cc(Cl)c(Cl)cc43)C21 (stereo not given)	2.9	0.2	-1.0	-4.0	-3.9	-14.7	-1.9	4.0	-6.4	-1.1	277.1*
37	COc1ccccc1S(=O)(=O)N1CCNC(=O)C1	1.9	3.9	3.6	1.0	0.3	-8.0	5.0	1.6	-8.8	-1.2	-0.8
38	CCOC(=O)c1c(C)c(C(=O)NCc2ccc(OC)cc2)c(C)n1C	-3.1	2.6	0.7	-2.5	1.6	-6.2	6.8	5.0	2.5	-1.1	3.5
39	Cc1cccc(-n2nc(C)c3c2NC2=C(C(=O)CCC2)C3c2ccccn2)c1 (stereo not given)	2.5	1.3	-1.5	-1.7	2.3	-6.5	-4.0	0.8	-6.0	-0.3	-3.2
40	CCOC(=O)C1=C(C)C/C(=N\NC(=O)c2ccccc2O)CC1	2.3	1.9	-2.5	0.0	-1.6	-7.1	2.3	-1.0	2.5	1.3	6.9
41	COc1ccc(CN(C)Cc2ccccc2)c(OC)c1OC	3.6	1.5	-9.2	-0.9	0.3	-9.6	-8.2	3.4	-3.4	-1.1	-8.0
42	COc1ccc(/C(=N/O)C(C)(C)NO)cc1	-4.4	4.5	-3.4	-1.9	0.0	12.4	-6.8	-1.2	-4.2	4.4	-15.7
43	COC(=O)C1(CO)NC(c2ccc(C)cc2)C2C(=O)N(c3ccccc3)C(=O)C21 (stereo not given)	0.7	3.1	2.5	-1.5	3.9	-2.4	4.4	-0.7	7.1	1.6	-15.3
44	Cc1cc2nc3n(c2cc1C)CC1CC(C(=O)NCCC(C)C)N(C)C31 (stereo not given)	3.1	2.9	0.5	0.5	0.0	11.1	0.6	0.3	-6.6	-0.3	3.1
45	Nc1cccnc1Sc1cccc(Cl)c1	-0.9	2.6	-7.5	-3.6	0.2	-28.4	-0.5	2.6	-3.2	-1.3	108.3
46	CCCC(C)c1nnc(NC(=O)CN2C(=O)c3ccccc3C2=O)s1 (stereo not given)	-1.5	2.4	4.7	-1.1	0.0	-15.8	-6.5	-0.7	-1.0	-2.8	x
47	CCOC(=O)c1sc(NC(=O)c2cc3ccccc3o2)nc1C	-0.4	0.5	-8.6	-3.9	2.1	12.7	-6.7	3.0	2.1	-0.3	-8.1
48	COC(=O)Cn1nc(-c2ccccc2)c2ccccc21	5.2	4.5	7.4	-2.1	1.1	-5.3	7.7	1.5	4.5	1.2	-16.5

Compound activity (PubChem)
